# Source: PubChem
# JNK3 inh – blocks human JNK3 kinase activity. purified JNK3 kinase activity, HTS. inhibition, % at 8 µM. 60,000 tested, 0.61% active. AID 746; in the data active = inhibition above about 17%;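 note: 0% = DMSO and 100% = reference inhibitor; many of its hits are not listed in these tables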
# Target sequence (P53779 whole entry, looked up): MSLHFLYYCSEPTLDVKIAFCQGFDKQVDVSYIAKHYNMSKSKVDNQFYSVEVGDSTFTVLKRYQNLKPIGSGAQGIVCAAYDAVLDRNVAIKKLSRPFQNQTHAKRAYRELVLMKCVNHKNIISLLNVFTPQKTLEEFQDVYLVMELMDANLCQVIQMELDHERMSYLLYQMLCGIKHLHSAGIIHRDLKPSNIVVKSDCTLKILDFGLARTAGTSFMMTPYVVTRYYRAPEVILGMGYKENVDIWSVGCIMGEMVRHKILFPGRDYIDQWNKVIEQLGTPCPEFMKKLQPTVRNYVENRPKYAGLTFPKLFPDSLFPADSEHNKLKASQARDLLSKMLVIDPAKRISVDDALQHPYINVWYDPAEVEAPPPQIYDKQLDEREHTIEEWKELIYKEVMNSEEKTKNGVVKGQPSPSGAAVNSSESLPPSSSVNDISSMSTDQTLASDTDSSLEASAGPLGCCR
# DUSP1 inh – inhibitors of human MKP-1 phosphatase; 65,000 tested, 0.15% active; AID 374; P28562; inhibition, %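 (compounds tested at a single concentration somewhere between 10 and 100 µM)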; recombinant MKP-1, OMFP hydrolysis fluorescence;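 active = inhibition above about 50%, limit read from the data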;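 note: 0% = DMSO max control wells and 100% = wells with enzyme stopped by NaOH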
# Hsp90 block – displaces geldanamycin probe from tumor Hsp90 | inhibition, % at 30 µM | 64,000 tested, 0.35% active | AID 429 | NCI-N417 lysate Hsp90, Cy3B-geldanamycin FP displacement;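 active = inhibition above 50%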;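 note: 0% = tracer plus lysate wells and 100% = tracer alone without lysate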
# MMP13 inh – blocks human MMP13 activity; MMP-13 fTHP FRET cleavage, Mca fluorescence; inhibition, % at 4 µM; 65,000 tested, 0.07% active; AID 570;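 active = inhibition above the mean of compound-free control plate wells plus 3 SD, cut at about 14% in these data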;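 note: 0% = DMSO wells and 100% = wells with reference MMP-13 inhibitor after basal subtraction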
# FXIa mix inh – factor XIa (human) inhibition, mixture screen; P03951; purified FXIa, fluorogenic substrate, pooled mixtures; inhibition, % at 5 µM; 62,000 tested, 0.19% active; AID 680;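 note: each value is inhibition by a whole ten-compound pool holding the compound; 0% = enzyme with no mixture and 100% = wells lacking enzyme; strong numbers were not always called active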
# Cdc25B block – human M-phase inducer phosphatase 2 inhibition; inhibition, %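 (compounds tested at 10 µM final in the well)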; 65,000 tested, 0.1% active; P30305; recombinant Cdc25B, OMFP fluorescence Ex485/Em525; in the data active = inhibition above about 50%
# Target sequence (P30305 whole entry, looked up): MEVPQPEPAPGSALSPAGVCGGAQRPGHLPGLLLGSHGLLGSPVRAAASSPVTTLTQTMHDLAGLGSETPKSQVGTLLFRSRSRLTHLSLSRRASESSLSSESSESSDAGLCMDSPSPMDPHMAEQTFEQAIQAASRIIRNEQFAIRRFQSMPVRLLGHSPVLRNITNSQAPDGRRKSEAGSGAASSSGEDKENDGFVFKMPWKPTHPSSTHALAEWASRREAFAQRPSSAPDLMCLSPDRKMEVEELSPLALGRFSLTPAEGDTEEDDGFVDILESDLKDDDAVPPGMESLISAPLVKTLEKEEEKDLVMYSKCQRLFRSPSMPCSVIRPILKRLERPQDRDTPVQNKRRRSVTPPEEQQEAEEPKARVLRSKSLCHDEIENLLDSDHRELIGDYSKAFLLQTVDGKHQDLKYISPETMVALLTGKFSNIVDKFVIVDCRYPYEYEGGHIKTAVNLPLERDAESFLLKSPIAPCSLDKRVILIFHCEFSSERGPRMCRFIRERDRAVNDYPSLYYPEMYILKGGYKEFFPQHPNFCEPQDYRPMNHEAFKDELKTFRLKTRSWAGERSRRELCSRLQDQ
# AP complement – alternative pathway complement inhibition, orthogonal assay; 62,000 tested, 0.08% active; Human serum alternative complement pathway, LPS-coated ELISA, C3 deposition; tested in compound mixtures; AID 1235; inhibition, % at 5 µM;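 active = inhibition above 30% in each of the two pooled mixtures holding the compound, so the lower value exceeds 30%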;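 note: 0% = serum in Mg-EGTA without compound and 100% = EDTA serum blank; some compounds past the cut are filed as inactive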
#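 Test system: human serum alternative complement pathway, C3 deposition on LPS-coated wells; also added: Plate-bound LPS; doses: 5 µM per compound in ten-compound mixtures; schedule: 1 h at 37 °C; detection: Anti-C3 ELISA, OD 450 nm; evaluation: percent inhibition of C3 deposition onto LPS; repeats: two pool placements per compound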
# FXIIa mix inh – blocks human factor XIIa in pooled compound mixtures; P00748; purified FXIIa, fluorogenic substrate; inhibition, % at 5 µM; 62,000 tested, 0.2% active; AID 684;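 note: 0% = enzyme without compound and 100% = no enzyme blank; some results filed as inactive read as strong as hits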
# A340 absorber – compound absorbs light at 340 nm; compound absorbance at 340 nm, fold over control; fold change at 10 µM; 65,000 tested, under 10 active; AID 708;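 active = at 10 µM dose, initial 340 nm absorbance at least 2 fold that of control wells; inactive = change under 2 fold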;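 note: initial absorbance extrapolated from kinetic A340 decline of NADH oxidation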
# * marks the source's active call; other numbers are inactive results; · = no result given; [ ] = dose if it differs, or a comment. Cut-off read from the data, not from the text of the source, unless noted: active = inhibition above about 20% (passing the limit was not always enough); inactive = the rest.
1. CCn1cc(C(=O)NCc2ccc(C)o2)c2cc(OC)c(OC)cc2c1=O
2. Cc1cc(C(=O)Oc2ccccc2C(=O)O)c(C)o1
3. Cc1ccc(-c2nnc(SCC(=O)N3CCCC3)o2)cc1C
4. CCOc1cccc(C(=O)Nc2cc(-c3nn4c(C)nnc4s3)ccc2C)c1
5. COc1ccccc1-c1nc(C#N)c(NCc2ccc(F)cc2)o1
6. O=c1[nH]c(-c2ccccc2O)nc2c1CCCC2
7. CCOC(=O)C1CCCN(C(=O)c2ccccc2NC(C)=O)C1 (stereo not given)
8. C1=CC2CC1CC2CNCc1ccco1 (stereo not given)

Screen / compound no.	1	2	3	4	5	6	7	8
JNK3 inh	6	3	-4	-7	-3	-2	-13	-5
DUSP1 inh	0	15	-16	42	-14	16	8	-1
Hsp90 block	-9	0	1	-3	0	-1	-3	-9
MMP13 inh	0	0	-8	8	-220[fluorescence artefact?]	-5	3	0
FXIa mix inh	0	2	7	7	-4	3	0	·
Cdc25B block	-1	-4	-11	-8	-17	4	4	-1
AP complement	-1	-18	9	13	8	-5	14	·
FXIIa mix inh	5	11	-13	8	1	-1	4	·
A340 absorber	1	1	1	1.1	1	1.1	1	1

9. COc1ccc(C2CC(=O)C=C(NCC3CCCO3)C2)cc1 (stereo not given)
10. COc1ccc(-c2cc(-c3ccccc3)nc(N3CCCC3)n2)cc1OC
11. Cc1cc(=O)n2nc(N3CCCC(C(=O)N4CCc5ccccc54)C3)sc2n1 (stereo not given)
12. COc1ccc(/C(O)=C2\C(=O)C(=O)N(CCCN(C)C)C2c2ccccc2F)cc1Cl (stereo not given)
13. CCOCCCn1cnc2c([nH]c3cc(OC)ccc32)c1=O
14. Cc1cccc(NC(=O)c2cc3n(n2)C(C(F)(F)F)CC(c2ccc4c(c2)OCO4)N3)c1 (stereo not given)
15. COCCn1c(C)cc(C(=O)CSc2nc3ccccc3c(=O)[nH]2)c1C
16. Cc1cc2nnc(SCC(=O)NCc3ccco3)n2c2ccccc12

Screen / compound no.	9	10	11	12	13	14	15	16
JNK3 inh	-4	-5	-1	2	·	-8	-1	2
DUSP1 inh	8	19	5	-14	6	9	-3	13
Hsp90 block	-2	-2	-4	-1	·	-1	-3	-3
MMP13 inh	-1	-49[fluorescence artefact?]	0	1	3	0	-4	-4
FXIa mix inh	3	-11	6	-1	4	19	6	·
Cdc25B block	-3	-8	14	4	-9	0	-21	-16
AP complement	1	-11	4	-5	9	1	-1	·
FXIIa mix inh	11	8	3	4	0	0	0	·
A340 absorber	1	1.1	0.99	1.1	1.1	0.96	0.98	0.99

# Molecules from the list above with a halogen (3):
5. COc1ccccc1-c1nc(C#N)c(NCc2ccc(F)cc2)o1
12. COc1ccc(/C(O)=C2\C(=O)C(=O)N(CCCN(C)C)C2c2ccccc2F)cc1Cl (stereo not given)
14. Cc1cccc(NC(=O)c2cc3n(n2)C(C(F)(F)F)CC(c2ccc4c(c2)OCO4)N3)c1 (stereo not given)

Screen / compound no.	5	12	14
JNK3 inh	-3	2	-8
DUSP1 inh	-14	-14	9
Hsp90 block	0	-1	-1
MMP13 inh	-220[fluorescence artefact?]	1	0
FXIa mix inh	-4	-1	19
Cdc25B block	-17	4	0
AP complement	8	-5	1
FXIIa mix inh	1	4	0
A340 absorber	1	1.1	0.96

# Next results.
17. Nc1nnc(N2CCCCCC2)s1
18. COc1cc2cc(C(c3nnnn3C3CCCC3)N3CCCCCC3)c(=O)[nH]c2cc1OC (stereo not given)
19. CSC1=NCCN1C(=O)c1c(F)cccc1F
20. COC(=O)c1nc2n(n1)C(c1ccccc1OC)C1=C(CCCC1=O)N2 (stereo not given)
21. CCCOP(=O)(c1ccc(N(C)C)cc1)C(O)c1ccncc1 (stereo not given)
22. CCS(=O)(=O)N1CCCC(C(=O)NCCCOC)C1 (stereo not given)
23. CCOc1cc(-c2c(C#N)c(=O)[nH]c3c2c(C)nn3-c2ccc(F)cc2)ccc1O
24. Cc1onc(-c2c(Cl)cccc2Cl)c1C(=O)NCc1ccccn1

Screen / compound no.	17	18	19	20	21	22	23	24
JNK3 inh	·	1	3	-1	3	-1	-1	6
DUSP1 inh	23	10	-7	2	2	-5	12	2
Hsp90 block	-4	1	1	2	-5	-2	4	-3
MMP13 inh	-1	-18	-2	0	-2	-5	-10	-6
FXIa mix inh	2	8	-1	5	0	8	7	-3
Cdc25B block	-1	9	1	0	13	3	14	-4
AP complement	7	9	12	13	10	21	-21	13
FXIIa mix inh	2	0	1	5	2	4	4	7
A340 absorber	1	1	1	1.1	1	1	1.1	1

# Some of the entries above, set out differently:
# Fields – JNK3 inh	DUSP1 inh	Hsp90 block	MMP13 inh	FXIa mix inh	Cdc25B block	AP complement	FXIIa mix inh	A340 absorber
21	CCCOP(=O)(c1ccc(N(C)C)cc1)C(O)c1ccncc1 (stereo not given)
→ 3	2	-5	-2	0	13	10	2	1
23	CCOc1cc(-c2c(C#N)c(=O)[nH]c3c2c(C)nn3-c2ccc(F)cc2)ccc1O
→ -1	12	4	-10	7	14	-21	4	1.1
17	Nc1nnc(N2CCCCCC2)s1
→ ·	23	-4	-1	2	-1	7	2	1

# (next part)
25. COc1ccc(S(=O)(=O)N(CC(=O)Nc2ccc3c(c2)OCO3)c2ccccc2OC)cc1
26. Cc1nn(Cc2ccccc2)c2sc(C(=O)NCc3cccnc3)cc12
27. Cc1ccc(C)n1-n1cnc2sc(-c3ccccc3)cc2c1=O
28. CN(CCNC(=O)C1CCN(S(=O)(=O)N2CCOCC2)CC1)CCc1ccccc1
29. Cc1cc(-n2c(C)cc(C(=O)COC(=O)CN=C3NS(=O)(=O)c4ccccc43)c2C)no1
30. CC(C)CN(C(=O)COC(=O)Cc1c[nH]c2ccccc12)C1CCS(=O)(=O)C1 (stereo not given)
31. COc1ccc(Cl)cc1NC(=O)CN1CCC(n2nnc3cc(F)ccc32)CC1
32. O=S(=O)(c1ccccc1Cl)N1CCCC(c2nc(-c3cccnc3)no2)C1 (stereo not given)

Screen / compound no.	25	26	27	28	29	30	31	32
JNK3 inh	0	1	6	3	·	-1	4	-9
DUSP1 inh	9	21	7	0	8	3	31	-24
Hsp90 block	29	-4	-4	1	·	-1	-1	-4
MMP13 inh	1	-4	2	-7	8	-10	-12	6
FXIa mix inh	4	13	-20	14	10	·	6	-3
Cdc25B block	0	4	-13	-12	2	-10	4	-9
AP complement	1	5	10	4	6	·	14	-6
FXIIa mix inh	2	-1	2	-6	5	·	8	1
A340 absorber	1	1	1.1	0.99	1	1	1	1

33. Fc1cccc(F)c1CN1CCN(c2ncccn2)CC1
34. CS(=O)(=O)N(CC(=O)N1CCN(c2ccccc2)CC1)c1cccc(Br)c1
35. CSCCC1(C(=O)O)NC(c2ccccc2O)C2C(=O)N(C(C)C)C(=O)C21 (stereo not given)
36. CC(NC(=O)C(CC(=O)OC(C)(C)C)NC(=O)OC(C)(C)C)C(N)=O (stereo not given)
37. CCOC(=O)c1c(NC(=O)c2ccn(CC)n2)sc2c1CCCC2
38. O=C(Nc1nc(-c2ccccc2)cs1)c1cccs1
39. COc1ccc(S(=O)(=O)n2nc(OC(=O)c3ccccc3)cc2N)cc1
40. COc1cc(OC)cc(C(=O)N2CCN=C2SCc2cccnc2)c1

Screen / compound no.	33	34	35	36	37	38	39	40
JNK3 inh	2	·	-2	-5	2	4	-1	-3
DUSP1 inh	-6	14	0	-16	-5	-3	-4	-10
Hsp90 block	-1	·	-2	-1	-1	-5	1	-4
MMP13 inh	7	1	-5	-7	-22	-1	-1	4
FXIa mix inh	7	7	2	3	-1	7	28*	0
Cdc25B block	-4	-16	-3	-7	-18	-14	-7	0
AP complement	22	22	7	7	9	13	16	16
FXIIa mix inh	4	-10	1	-11	-4	0	12	16
A340 absorber	1	1	1	1	1	1.1	1	1

41. Cc1oc(CSCC2CCCO2)cc1C(=O)O (stereo not given)
42. COc1ccc(-c2nn(C)c(=O)c3ccccc23)cc1NS(C)(=O)=O
43. Cc1ccc(OCc2nnc(SCC(=O)NCc3ccccc3)n2C)cc1
44. CN(Cc1ccc(O)cc1)C1CCCCC1
45. CC(=O)Nc1ccc(NC(=O)c2cccc(C(=O)OC(C)C)n2)cc1
46. CCCS(=O)(=O)N1CCN(Cc2ccco2)CC1
47. O=C(NC1=NCCS1)C12CC3CC(C1)CC(C(=O)NC1=NCCS1)(C3)C2
48. Cc1ccc(-c2noc(CSc3nc(N)cc(N)n3)n2)cc1

Screen / compound no.	41	42	43	44	45	46	47	48
JNK3 inh	7	7	3	2	5	-5	2	-2
DUSP1 inh	8	-13	-24	-6	-14	6	12	7
Hsp90 block	-21	-3	-1	2	3	-4	1	-1
MMP13 inh	5	5	0	1	4	4	3	6
FXIa mix inh	0	·	5	·	-5	10	-1	-11
Cdc25B block	-2	4	-10	-3	-5	22	-7	1
AP complement	4	·	6	30	12	17	-3	7
FXIIa mix inh	2	·	3	·	-4	1	13	-2
A340 absorber	1	1	0.96	1	1	1	1	1

49. COc1ccc(NC(=O)CSc2nnc(-c3ccccc3Cl)n2Cc2ccco2)c(OC)c1
50. CCOC(=O)c1ccc2[nH]c(C)c(CCC(C)=O)c(=O)c2c1
51. O=S(=O)(c1ccc2c(c1)OCCO2)N1CCC(n2nnc3cc(F)ccc32)CC1
52. Cc1c(NC(=O)CN2C(=O)c3cccc4cccc2c34)c(=O)n(-c2ccccc2)n1C
53. COc1ccc(-c2cc(C(=O)NC(C(=O)O)C(C)C)c(C)o2)cc1OC (stereo not given)
54. Cc1ccc(-c2cc(C(=O)OCC(=O)Nc3cc(C)on3)c3ccccc3n2)c(C)c1
55. CN(C)c1ccc(N/C=C/C(=O)c2ccccc2)cc1
56. O=C(NCc1cccnc1)c1cc(-c2cccs2)on1

Screen / compound no.	49	50	51	52	53	54	55	56
JNK3 inh	-4	2	4	-7	1	5	1	5
DUSP1 inh	-16	10	4	13	26	4	13	6
Hsp90 block	-5	-1	-2	-12	-2	0	10	-1
MMP13 inh	0	-37	-1	1	-3	-12	6	2
FXIa mix inh	6	8	5	·	4	9	1	10
Cdc25B block	-9	3	2	-11	-9	4	-12	1
AP complement	5	12	6	·	-1	-4	11	21
FXIIa mix inh	6	4	12	·	-15	-3	0	4
A340 absorber	1	1.1	0.98	1	1	1.1	1.1	0.98

57. O=C(NC1CCN(C(=O)Nc2cccc(F)c2)CC1)C1CCCCC1
58. Cc1ccc(S(=O)(=O)N2CCN(C(=O)COc3ccc(-c4nnco4)cc3)CC2)cc1
59. COc1nonc1NCn1nc(C)cc1C
60. O=C(c1nc2ccccc2s1)N1CCSCC1
61. Cc1cc(NC(=O)CSc2nnc(CNc3cccc(C(F)(F)F)c3)n2Cc2ccco2)no1
62. c1ccc2c(c1)CCCn1nnnc1-2
63. COC(=O)Nc1sc2c(c1C(=O)N1CCOCC1)CCC(C)C2 (stereo not given)
64. O=C(O)c1ccc(CN2C(=O)c3ccccc3S2(=O)=O)cc1
65. Cc1cc2ccccc2n1CCNC(=O)C(C)(C)C
66. COc1cccc(-n2c(Cc3cc(=O)[nH]c(=O)[nH]3)nnc2SCC(=O)NC2CCCC2)c1

Screen / compound no.	57	58	59	60	61	62	63	64	65	66
JNK3 inh	6	-1	0	5	2	5	1	1	-1	-1
DUSP1 inh	-26	40	19	-6	13	4	-4	-9	-2	8
Hsp90 block	2	-1	-3	-3	0	4	-4	-1	-4	-2
MMP13 inh	0	5	2	0	2	10	0	1	-3	0
FXIa mix inh	11	-1	4	6	5	7	6	8	7	-2
Cdc25B block	-18	-1	-7	-2	-13	-4	-12	-4	-8	3
AP complement	4	2	5	6	11	7	2	7	17	6
FXIIa mix inh	0	1	-6	4	3	3	8	11	6	6
A340 absorber	0.98	1	0.98	1	1.1	0.99	1	1	1.1	1.1
